Assay outcomes from PubChem.
TTR transcr act – TTR transcription activators in neuroblastoma reporter cells, primary screen, cell-based, luminescence, SH-SY5Y, TTR promoter Gaussia luciferase. 100% = recombinant luciferase protein wells. activation, % at 16.7 µM. hit rate 1.3% among 92,000. AID 1117267, 2014;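 active = activation above the mean of all tested compounds plus 3 SD, cut at about 9.5% in these data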;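 also: cells exposed to compounds for one day before reading; 0% = median of all test compound wells on the plate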
* hit, by the source's call. Some of the compounds tested; rates above refer to the full screens.

SMILES	TTR transcr act
O=C(COC(=O)c1ccc2ncsc2c1)Nc1ccccc1Cl	-1.4
COc1cccc(CC(O)CC2c3c(cc4c(c3OC)OCO4)CCN2C)c1 (stereo not given)	0.1
COCC(=O)N1CCCc2ccccc21	0.8
COC(=O)C1=C(C)N(CCc2c[nH]c3ccccc23)C(=O)C1	2.3
O=C(N1CCOCC1)N1CCN(S(=O)(=O)N2CCOCC2)CC1	9.0
CC1CN(S(=O)(=O)c2cccc(C(=O)OCc3cc(=O)oc4cc(O)ccc34)c2)CC(C)O1 (stereo not given)	-1.3
CC1(C)CC(=O)C=C(c2cccc(Cl)c2O)C1	3.2
CCOc1cc(CN2CCC(CO)(Cc3cccc(C(F)(F)F)c3)CC2)ccc1OC	-2.2
CCOC(=O)CCCCC1C(CCCC(=O)OCC)C=NN1C (stereo not given)	-2.1
CCCC1CCC2(CCCN2CCOC(=O)Nc2ccc(Br)cc2)CC1 (stereo not given)	-0.4
CC1Cc2ccccc2N1C(=O)CN1CCN(S(=O)(=O)c2cccs2)CC1 (stereo not given)	-0.8
COc1ccc(-n2cc(COC(=O)NCCc3ccccc3)nn2)cc1	11*
Cc1ccc(N(CC(=O)Nc2c(C)n(C)n(-c3ccccc3)c2=O)S(C)(=O)=O)c(C)c1	4.5
COc1cccc(-c2sc3ccccc3c2-c2ccc(OCCN(C)C)cc2)c1	-5.4
O=C(Oc1ccc(Cl)cc1)N1CCCCC1	2.2
COc1ccc(C2C(C(C)=O)=C(O)C(=O)N2c2nccs2)cc1 (stereo not given)	0.3
CC(C)C(OC(=O)c1cccc(S(=O)(=O)NCC(F)(F)F)c1)C(=O)NC(N)=O (stereo not given)	2.8
COc1ccc(S(=O)(=O)NC(C(=O)OCC(=O)Nc2ccc(N3CCOCC3)cc2)C(C)C)cc1 (stereo not given)	-0.5
CS(=O)(=O)N(CC(=O)NCc1ccncc1)c1cc(Cl)ccc1Cl	0.0
CSc1ccc(CN(C)C(=O)CNC(=O)CNS(=O)(=O)c2ccc(C)c(C)c2)cc1	-1.6
Cc1c(C(=O)OC(C)C)nnn1-c1nonc1N	-0.7
C/C(=N/NC(=O)CN1CCN(Cc2ccccc2)CC1)c1ccc([N+](=O)[O-])cc1	-0.5
Cc1ccc(-c2csc3ncnc(-n4nc(C)cc4N)c23)cc1	-0.3
OCC1(CCOc2ccccc2)CCN(CC2=Cc3cc(Cl)ccc3OC2)CC1	-0.2
O=C(NC1CC1)c1cc(Cl)ccc1[N+](=O)[O-]	4.2

Entries listed above that bear a hit mark in TTR transcr act.
SMILES	TTR transcr act
COc1ccc(-n2cc(COC(=O)NCCc3ccccc3)nn2)cc1	11*

Following part
SMILES	TTR transcr act
COc1ccccc1NC(=O)c1ccc(S(=O)(=O)N2CCCC2)cc1	2.0
COC(=O)c1c(C)[nH]c(C(C)=O)c1C	0.3
CC(C)CNC(=S)NC(=O)c1csc([N+](=O)[O-])c1	-2.1
CCc1ccccc1N(C)S(=O)(=O)c1ccc2[nH]cc(C(=O)N3CCc4ccccc43)c(=O)c2c1	-3.5
CN1CCN(C2CCN(c3ccc(Nc4nnc(Cl)c(Nc5ccccc5S(C)(=O)=O)n4)c(OC(CF)CF)c3)CC2)CC1	-4.0
CC1=NN(c2nc(-c3ccc(C)cc3)cs2)C(=O)C1N=Nc1cccc(C)c1 (stereo not given)	1.1
COC(=O)c1ccc(SCc2ccccc2)nc1	-0.7
COc1ccc(OC)c(C2=NNC(=NCc3ccc4c(c3)OCO4)SC2)c1	0.0
CCCNC(=O)C1(C)CCN(Cc2cc(C)n(C)n2)C1 (stereo not given)	-0.5
CC1CCN(C(=O)C(Cc2ccccc2)NS(=O)(=O)c2ccc3c(c2)oc(=O)n3C)CC1 (stereo not given)	2.9
CCOC(=O)/C=C/[C@H]1CCc2cccc(Cl)c2O1	-1.2
COc1cc(/C=N/N=C(N)N)ccc1OCc1ccc(Cl)cc1	-4.9
CCCCCC(=O)NC1CCCCN(Cc2ccc(C)cc2)C1=O (stereo not given)	-1.2
Clc1ccc(OCCN2CCOCC2)cc1	3.4
CCN1C(=O)C(C)S/C1=N\S(=O)(=O)c1ccc(F)cc1 (stereo not given)	0.2
O=c1[nH]c2ccccc2cc1-c1noc(-c2cccnc2)n1	0.1
Cc1cccc(C)c1OCC1CNC(=O)O1 (stereo not given)	-2.6
Cc1ccc(S(=O)(=O)NCc2nc3ccccc3[nH]2)cc1	0.0
O=[N+]([O-])c1ccc(C[n+]2cc(-c3ccc(Cl)c(Cl)c3)n3c2CCCCC3)cc1	0.0
CCN1CCN(c2nc(Nc3ccc(C)c(C)c3)nc(N)c2[N+](=O)[O-])CC1	0.0
COc1cc(OC)c(NC(=O)Cn2cccc2)cc1Cl	-0.1
O=C(Nc1cccc(C(F)(F)F)c1)C1(c2ccccc2)CC1	0.2
COc1ccc(N(C(=O)CCl)C(C(=O)NCCc2ccccc2)c2cccs2)cc1Cl (stereo not given)	-4.9
Cc1cc(C)nc(/N=C(\N)N(Cc2ccccc2)Cc2ccccc2)n1	-1.2
COc1ccc(CNC(=O)COC(=O)c2ccc3ccccc3n2)cc1	3.3

Some of the entries so far, with the structure last.
TTR transcr act	SMILES
0.0	CCN1CCN(c2nc(Nc3ccc(C)c(C)c3)nc(N)c2[N+](=O)[O-])CC1
-0.1	COc1cc(OC)c(NC(=O)Cn2cccc2)cc1Cl
-3.5	CCc1ccccc1N(C)S(=O)(=O)c1ccc2[nH]cc(C(=O)N3CCc4ccccc43)c(=O)c2c1
-0.5	CCCNC(=O)C1(C)CCN(Cc2cc(C)n(C)n2)C1 (stereo not given)

(next part)
SMILES	TTR transcr act
Cc1sc2ncnc(NCCCO)c2c1C	1.2
COC(=O)c1ccc2nc(-c3ccc(OC)c(OC)c3)c(Cc3ccc(OC)cc3C)n2c1	1.9
CCOC(=O)C1(CCCc2ccccc2)CCN(S(C)(=O)=O)CC1	1.6
COc1ccccc1NC(=O)Nc1ccc(C(N)=O)cc1	-0.2
Cc1ccc(-n2nc(C)c3c(C)c(CCC(=O)NCc4ccco4)c(C)nc32)cc1	-0.9
O=C(CCNC(=O)N1CC(=O)Nc2ccccc21)NCc1cccc(Cl)c1	0.9
CN(C)CCC(C(=O)c1ccccc1)c1ccncc1 (stereo not given)	-1.0
O=C(NCc1ccc2c(c1)OCO2)C1CCC(CNc2c(N3CCCC3)c(=O)c2=O)CC1 (stereo not given)	-0.8
CCn1c(SCC(=O)Nc2ccccc2)nc2ccccc2c1=O	2.3
O=C(CCN1c2ccccc2Sc2ccccc21)Oc1ccccc1	1.9
C/C(N)=C(/C#N)C(=O)COC(=O)c1cc(-c2cccc(Br)c2)nc2ccccc12	-0.1
Cc1ccc(Nc2nc3c(s2)CCC3)c(C)c1	-0.1
N/C(=N\OC(=O)c1ccc2c(c1)OCO2)c1ccc([N+](=O)[O-])cc1	-1.5
CCC(=O)NCc1c(Cl)cccc1-n1cccc1	-0.7
CN(C)CCNC(=O)Cn1ccc2cc(S(=O)(=O)N3CCCCCC3)ccc21	-0.9
CCOC(=O)C1CCN(S(=O)(=O)c2ccc3c(c2)CCCN3C(C)=O)CC1	-1.3
O=S(c1ccccc1)c1ccccc1	-1.4
N/C(=N\OS(=O)(=O)c1ccccc1)c1ccncc1	-0.8
Cc1ccc(NC(=O)N(CCCN2CCOCC2)Cc2cccs2)cc1C	-0.3
COC(=O)C1(CCSC)NC(c2ccccc2F)C2C(=O)N(c3ccc4c(c3)OCCO4)C(=O)C21 (stereo not given)	1.2
C/C(=N\NC(=O)c1c(C)nc2ccccn12)c1ccc(C(C)(C)C)cc1	-1.3
CC(C)(C)N1NC2(CCCCC2)NC1=S	12*
Cc1cccc(/C(N)=N/OC(=O)c2cccnc2)c1	0.2
O=C(Nc1ccc([N+](=O)[O-])cc1)C1COc2ccccc2O1 (stereo not given)	-2.3
COc1ccc(C(C)(NC(C)=O)c2nc(-c3cccc(C(=O)O)c3)cs2)cc1 (stereo not given)	10.0*
More records.
SMILES	TTR transcr act
COc1ccc(NC(=O)CSc2nnc(Cn3cnc([N+](=O)[O-])n3)n2C)cc1	-0.8
COCCNC(=S)NC1CC2CCC(C1)N2Cc1ccccc1 (stereo not given)	2.2
Cc1ccc(C)c(N2CCN(S(=O)(=O)c3c(C)noc3C)CC2)c1	-0.3
CC1=NN(C(N)=S)C(=O)C1N=Nc1cccc([N+](=O)[O-])c1 (stereo not given)	1.0
C(=N\Nc1nc(-c2cccnc2)nc2ccccc12)/c1ccccc1	7.1
COc1cccc(N2C(=NC(=O)c3ccccc3)SC3CS(=O)(=O)CC32)c1 (stereo not given)	0.7
CC(=O)NC(c1ccco1)c1cc(Cl)c2ccccc2c1O (stereo not given)	-0.6
COC(=O)[C@@]12CCCCN1[C@H](c1ccc(-c3ccc(C(C)=O)cc3)cc1)[C@H]1C(=O)N(C)C(=O)[C@H]12	-1.9
O=C(O)c1ccccc1NSc1ccccc1[N+](=O)[O-]	2.1
Cc1ccc(-n2nc3c(c2NC(=O)c2ccc4c(c2)OCO4)CSC3)c(C)c1	-0.7
COc1ccc(-c2cnc[nH]2)cc1	2.0
COc1cccc(NC(=S)NNC(=O)c2c([N+](=O)[O-])c(C)nn2C)c1	-1.1
COc1ccc(NC(=O)COC(=O)CCCC2=NS(=O)(=O)c3ccccc3N2)cc1Cl	-1.1
Cc1nnc(NCCc2ccccc2)n(N)c1=O	0.8
O=S(=O)(NCCc1ccccn1)c1cc(Cl)cc(Cl)c1O	-1.0
CCN1CCN(c2cc(C)c3cc(NC(=S)N4CCN(c5ccc(F)cc5)CC4)ccc3n2)CC1	0.6
CCCCN(CC)CCNC(=O)CNC(=O)Cn1ccc2ccccc2c1=O	0.8
CCOC1=C2CN(S(=O)(=O)c3ccc(C)cc3)[C@@H](c3ccccc3)C[C@H]2[C@H]2C(=O)N(c3ccccc3)C(=O)[C@H]2C1	1.3
O=C(O)c1cc(-c2ccc(/C=C3/SC(=S)N(Cc4ccccc4)C3=O)o2)ccc1Cl	0.3
C[C@H](CO)N1C[C@H](C)[C@@H](CN(C)C(=O)Nc2ccc(C(F)(F)F)cc2)Oc2c(NS(=O)(=O)c3ccc(F)cc3)cccc2C1=O	1.2
COCCNc1nc(NCCNC(C)=O)c2sc(-c3ccccc3)cc2n1	-1.4
COc1ccc(C2=NN(C(=O)c3cccc([N+](=O)[O-])c3)C(c3cccc([N+](=O)[O-])c3)C2)cc1 (stereo not given)	-1.8
O=C1NC[C@@H](CCCCN2C[C@H](Cc3ccc(O)cc3)N(Cc3ccccc3)C(=O)C2=O)N(CCc2ccc(O)cc2)C1=O	2.4
CN1C(=O)CC(C(=O)O)SC1=Nc1ccc(F)cc1 (stereo not given)	-2.1
CC(=O)Nc1sc(/C(C#N)=C/c2ccc(Cl)c(Cl)c2)nc1-c1ccc(C)cc1	-1.0

Structural class: those above with a COOH group.
SMILES	TTR transcr act
COc1ccc(C(C)(NC(C)=O)c2nc(-c3cccc(C(=O)O)c3)cs2)cc1 (stereo not given)	10.0*
O=C(O)c1ccccc1NSc1ccccc1[N+](=O)[O-]	2.1
O=C(O)c1cc(-c2ccc(/C=C3/SC(=S)N(Cc4ccccc4)C3=O)o2)ccc1Cl	0.3
CN1C(=O)CC(C(=O)O)SC1=Nc1ccc(F)cc1 (stereo not given)	-2.1

An excerpt of these results, field by field.
CCCCN(CC)CCNC(=O)CNC(=O)Cn1ccc2ccccc2c1=O
  TTR transcr act: 0.8

CCOC1=C2CN(S(=O)(=O)c3ccc(C)cc3)[C@@H](c3ccccc3)C[C@H]2[C@H]2C(=O)N(c3ccccc3)C(=O)[C@H]2C1
  TTR transcr act: 1.3

O=C(O)c1cc(-c2ccc(/C=C3/SC(=S)N(Cc4ccccc4)C3=O)o2)ccc1Cl
  TTR transcr act: 0.3

C[C@H](CO)N1C[C@H](C)[C@@H](CN(C)C(=O)Nc2ccc(C(F)(F)F)cc2)Oc2c(NS(=O)(=O)c3ccc(F)cc3)cccc2C1=O
  TTR transcr act: 1.2

Other structures:
SMILES	TTR transcr act
Cc1ccc(C(=O)NCC(=O)OCC(=O)Nc2ccccc2[N+](=O)[O-])cc1	3.5
CC(=O)NCCOc1cccc2ccccc12	1.3
CCCC(=O)N(CCc1ccccc1)Cc1nc2ccccc2c(=O)[nH]1	0.6
Cc1cc(NC(=O)CSc2nc3ccccc3c(=O)n2CCCC(=O)NCc2ccccc2)n[nH]1	-0.3
Cc1nnc(SCC(=O)c2c(N)n(C3CC3)c(=O)[nH]c2=O)n1C	-0.1
CCOC(=O)c1cc(S(=O)(=O)NC2CCC(C)CC2)cn1C (stereo not given)	-1.6
COc1ccc2nc(NC(=O)CNS(=O)(=O)c3cccs3)sc2c1	-3.4
N#Cc1c(-c2ccc(Cl)cc2)c2c([nH]c1=O)-c1ccccc1OC2	-1.0
CCOCCCNC(=O)C(c1ccc(C)cc1)N(Cc1ccc2c(c1)OCO2)C(=O)c1cnccn1 (stereo not given)	0.6
O=C(Cn1cnc2ccccc21)N/N=C/c1cccnc1	1.9
O=c1[nH]c(C(F)(F)C(F)(F)C(F)(F)F)no1	0.5
Cc1ccc2nc(NC(=O)Cn3cc4c(n3)CCCCC4)sc2c1	-1.5
CC(=O)Nc1ccc(C(=O)OCc2ccc(F)cc2Cl)cc1	-1.1
COc1ccc(OC)c2c1C(=O)c1ccccc1C2=O	-1.4
CSc1ncccc1C(=O)Nc1ccccc1N1CCOCC1	0.5
CCOC(=O)Cc1c(C)[nH]n(-c2ccccc2)c1=O	-1.7
CCC(=O)N1CCc2cc(S(=O)(=O)CCC(=O)Nc3ccc(OC)c(OC)c3)ccc21	-1.1
O=C(NCCS(=O)(=O)N1CCN(c2ccccc2F)CC1)c1cc(=O)c2ccccc2o1	-1.5
COc1ccc(C2C=C(C)Nc3nc(SC)nn32)cc1 (stereo not given)	-0.5
O=c1c2ccccc2oc2nc(-c3ccco3)n(Cc3ccccc3)c(=O)c12	-3.6
CCOC(=O)Cc1csc(NC(=O)c2ccc(S(=O)(=O)N3CCCCC3)cc2)n1	-4.0
C[C@H](CO)N1C[C@H](C)[C@@H](CN(C)C(=O)Nc2ccc(C(F)(F)F)cc2)Oc2c(NC(=O)Nc3ccc4c(c3)OCO4)cccc2C1=O	-2.2
Cc1ccc(/C=C/C(=O)OCC(=O)Nc2cccnc2Cl)o1	-0.7
O=C(c1cccc(S(=O)(=O)N2CCOCC2)c1)N1CCCC1	-1.1
O=C(NCC1COc2ccccc2O1)C1CCC(CNc2c(N3CCCCC3)c(=O)c2=O)CC1 (stereo not given)	6.9
